SMARCA2 activ: SMARCA2 (BRM) function activators, primary screen, cell-based, luminescence, high throughput; MG213 cells, MMTV-luciferase reporter, dexamethasone, overnight; activation, % at 9.1 µM; hit rate 1% among 370,000; AID 652017, 2013; in the data active = activation above about 7.8%;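 note: 0% = vehicle wells and 100% = reference activator wells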
hgDAF12 agonist: H. glycines DAF-12 receptor agonists, primary screen, cell-based, luminescence, HEK293, GAL4 fusion, UAS-luciferase | hit rate 1.8% among 370,000 | AID 687014, 2013 | Nuclear hormone receptor DAF-12 (Heterodera glycines), GAL4 fusion | activation, % at 6.8 µM | HEK293 GAL4-hgDAF12 UAS-luciferase reporter, agonist luminescence; normalized to butyrate control;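 active = activation above a cutoff set at the mean of all screened compounds plus 3 SD, cut at about 10% in these data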;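 note: 0% = DMSO wells and 100% = sodium butyrate wells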
DAX1 inh-1: DAX1 (NR0B1) inhibitors, primary screen, cell-based, HEK293, Gal4-DAX1, luciferase luminescence; inhibition, % at 6.75 µM; AID 504766, 2011; hit rate 0.99% among 340,000; HEK293 Gal4-DAX1 luciferase reporter;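 active = inhibition above the mean over all tested compounds plus 3 SD, cut at about 4.2% in these data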;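 note: 0% = DAX1-transfected cells with DMSO and 100% = empty-vector control cells with DMSO; inhibition shows as a rise in luminescence from relieved DAX1 repression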
Target sequence (P51843 207-470 limits assumed): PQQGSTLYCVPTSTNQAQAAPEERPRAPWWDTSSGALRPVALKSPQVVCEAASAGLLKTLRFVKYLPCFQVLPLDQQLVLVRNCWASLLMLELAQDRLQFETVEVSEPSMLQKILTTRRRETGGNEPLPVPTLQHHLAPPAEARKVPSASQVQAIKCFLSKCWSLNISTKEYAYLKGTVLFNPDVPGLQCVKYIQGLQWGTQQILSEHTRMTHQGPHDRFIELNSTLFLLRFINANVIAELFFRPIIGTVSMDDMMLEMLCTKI
HGIII-sPLA2 inh: human group III sPLA2 inhibitors, primary screen, biochemical, QFRET, BODIPY PC-A2 liposome substrate; Group 3 secretory phospholipase A2 (Homo sapiens), Q9NZ20; QFRET BODIPY PC-A2 liposome hydrolysis, fluorescence; inhibition, % at 12.2 µM; hit rate 0.56% among 370,000; AID 743126, 2013;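 active = inhibition above mean plus 3 SD of compounds lying within the high and low control bounds, cut at about 19% in these data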;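 note: 0% = median of test compound wells and 100% = no enzyme DMSO wells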
Target sequence (Q9NZ20 whole entry, looked up): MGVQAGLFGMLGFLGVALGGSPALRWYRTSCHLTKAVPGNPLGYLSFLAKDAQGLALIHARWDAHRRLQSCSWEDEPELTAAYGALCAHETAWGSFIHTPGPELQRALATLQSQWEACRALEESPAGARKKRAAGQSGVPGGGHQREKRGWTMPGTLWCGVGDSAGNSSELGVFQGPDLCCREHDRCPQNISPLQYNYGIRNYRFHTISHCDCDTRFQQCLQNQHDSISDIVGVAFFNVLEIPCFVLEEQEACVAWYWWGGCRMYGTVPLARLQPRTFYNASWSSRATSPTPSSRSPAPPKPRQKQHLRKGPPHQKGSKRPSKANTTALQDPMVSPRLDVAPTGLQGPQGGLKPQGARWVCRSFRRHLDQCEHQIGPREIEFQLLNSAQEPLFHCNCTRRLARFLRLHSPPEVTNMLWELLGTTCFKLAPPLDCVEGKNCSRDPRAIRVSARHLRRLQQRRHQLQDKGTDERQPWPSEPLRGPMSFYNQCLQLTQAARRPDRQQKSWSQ
DAX1 inh-2: DAX1 (NR0B1) inhibitors on StAR promoter, primary screen, cell-based, luminescence, SF-1 (NR5A1), full-length DAX-1 | hit rate 1.1% among 370,000 | AID 652010, 2013 | HEK293T StAR-luciferase reporter, SF-1/DAX-1 repression relief | inhibition, % at 6.8 µM;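 active = inhibition above the mean over all tested compounds plus 3 SD, cut at about 3.6% in these data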;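 note: 0% = DAX-1 cells with DMSO and 100% = cells lacking DAX-1 with DMSO; higher inhibition means more luminescence from relief of DAX-1 repression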
ssDAF12 agonist: S. stercoralis DAF-12 nuclear receptor activators, primary screen, cell-based, luminescence, HEK293, GRIP1 co-expression, lit1-tk-luc; activation, % at 6.8 µM; HEK293 ssDAF-12/GRIP1 lit1-tk-luc reporter; % of 3 µM dafachronic acid response; Nuclear hormone receptor DAF-12 (Strongyloides stercoralis); hit rate 1% among 370,000; AID 652126, 2013;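 active = activation above the mean over all tested compounds plus 3 SD, cut at about 0.9% in these data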;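 note: 0% = DMSO-only wells and 100% = 3 µM delta7-dafachronic acid wells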
proKLK7 act: proKLK7 zymogen activators, primary screen, biochemical, fluorescence intensity | Kallikrein-7 (Homo sapiens), P49862 | purified proKLK7, EDANS-DABCYL substrate fluorescence; 100% is mature enzyme control, 0% vehicle | activation, % at 7 µM | hit rate 0.9% among 370,000 | AID 652039, 2013;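 active = activation above the mean of all tested compounds plus 3 SD, computed per campaign excluding outliers beyond control limits, cut at about 13% in these data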
Target sequence (P49862 whole entry, looked up): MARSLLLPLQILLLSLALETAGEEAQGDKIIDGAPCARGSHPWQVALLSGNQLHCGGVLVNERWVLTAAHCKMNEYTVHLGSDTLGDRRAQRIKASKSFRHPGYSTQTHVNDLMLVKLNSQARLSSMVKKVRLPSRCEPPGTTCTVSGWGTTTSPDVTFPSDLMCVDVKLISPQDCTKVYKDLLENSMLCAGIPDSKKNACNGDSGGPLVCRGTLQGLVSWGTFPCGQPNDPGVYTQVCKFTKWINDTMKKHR
hcDAF12 agonist: H. contortus DAF-12 nuclear receptor activators, primary screen, cell-based, luminescence, HEK293, lit1-tk-luc reporter; HEK293 hcDAF-12 lit1-tk-luc reporter; 0% DMSO, 100% Δ7-dafachronic acid; activation, % at 6.8 µM; hit rate 1.4% among 370,000;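 active = activation above the mean of all tested compounds plus 3 SD, cut at about 5.5% in these data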;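 note: 100% = response to 3 µM Δ7-dafachronic acid high control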
GC-A act: GC-A stimulated cGMP production enhancers – HEK293 GC-A cells, cGMP TR-FRET, EC30 ANP, primary screen; hit rate 0.14% among 370,000; 0% at EC30 ANP, 100% saturating ANP; AID 1671463, 2021; activation, % at 10 µM; in the data active = activation above about 40%
GC-B act: human GC-B receptor activators, primary screen, HEK293 GC-B cells, cGMP TR-FRET, EC30 CNP | AID 1920062, 2024 | 0% at EC30 CNP, 100% saturating CNP | activation, % at 10 µM | hit rate 0.11% among 370,000;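 active = activation at 10 µM reaching about 35% in either raw or pattern-adjusted values, limit read from the data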
GAA850 FXN act: FXN promoter activators, primary screen, cell-based, luciferase luminescence, HEK293 lucGAA850 | HEK293 lucGAA850 FXN promoter luciferase reporter, 24 h; percent of 10 µM SAHA response | activation, % at 6 µM | hit rate 0.56% among 360,000 | AID 540364, 2011;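 active = activation above the average of all compounds screened plus 3 SD, cutoff fixed separately per campaign, cut at about 7.5% in these data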;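 note: 0% = DMSO wells and 100% = 10 µM SAHA wells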
Numbers without * were called inactive; . = not tested or not shown.

SMILES	HGIII-sPLA2 inh	DAX1 inh-2	ssDAF12 agonist	GC-B act	GC-A act	DAX1 inh-1	proKLK7 act	hcDAF12 agonist	SMARCA2 activ	hgDAF12 agonist	GAA850 FXN act
CCOC(=O)C1=C(c2ccccc2)OC(N)=C(C#N)C1c1cccs1 (configuration not stated)	-8	0.0	-1.5	-10	-12	0.8	-0.2	-0.3	4	1.8	4.1
O=C(O)c1cc(Nc2nc(N3CCOCC3)nc(N3CCOCC3)n2)ccc1Cl	3	-0.1	-1.9	6	4	-1.7	0.0	0.6	-1	-1.3	-1.4
CNC(=S)N/N=C/c1c(C)c(C(=O)c2ccc(F)cc2)n2ccccc12	6	-0.1	-0.9	20	10	-0.8	0.2	0.3	-1	0.6	-1.2
CC1=C(C(=O)OC(C)C)C(c2cccs2)NC(=S)N1 (configuration not stated)	15	-0.6	-1.5	-3	-1	0.6	0.1	0.2	-2	-2.8	1.1
CSc1nsc(/C=C/Nc2ccc(C)cc2)c1C#N	-2	-0.5	2.4*	-7	4	-0.2	-0.1	6.5*	1	1.4	0.1
O=c1ccc2cc(O)c(O)cc2o1	-6	1.7	-1.1	-2	-1	-0.3	-56	4.5	0	0.3	2.3
Cc1ccc(NC(=O)CN(C)C(=O)c2ccc(Cl)nc2)cc1	7	-0.3	-1.2	4	-5	2.1	0.0	-0.6	-5	0.5	-1.2
O=S1(=O)CC(N2CCSCC2)CN1Cc1cn(Cc2ccc(C(F)(F)F)cc2)nn1 (configuration not stated)	12	-0.1	-0.8	2	4	.	0.4	-1.0	-2	1.2	.
COCCCNc1nc2c(-c3ccc(C)cc3)nnn2c2ccccc12	16	1.4	3.6*	15	25	2.3	-8.2	8.0*	7	12*	7.7*
O=C(O)c1ccccc1/C=N/NC(=O)C1CCCC1	3	1.0	-1.1	2	1	-0.8	0.4	-0.3	7.9*	0.6	2.7
COc1ccc2nc(NC(=O)CSCc3c(C)noc3C)sc2c1	-5	0.7	-0.4	-4	3	3.1	0.3	-1.4	0	2.8	0.1
COc1ccc(Cn2c(=S)[nH]c3cc(C(=O)NCc4cccnc4)ccc3c2=O)cc1	5	0.8	-1.6	-2	0	-0.3	-0.4	-0.5	3	1.5	-0.1
O=C1CC(=O)Nc2cc(S(=O)(=O)Nc3cccc(C(F)(F)F)c3)ccc2N1	-15	-0.1	-1.3	5	2	0.6	-0.5	-2.4	0	-0.2	-1.6
Cc1cccc(NC(=S)N2CCC(C(N)=O)(N3CCCCC3)CC2)c1C	0	-0.5	-1.7	-1	-1	-0.9	-0.3	-0.3	-3	3.1	0.1
COc1ccc(-c2ccc3[nH]c4c(c3c2)CCN2C[C@@H]([C@H](C)OC(=O)Nc3cc(Cl)cc(Cl)c3)[C@@H](N(C)C(=O)Nc3cc(Cl)cc(Cl)c3)C[C@@H]42)cc1	2	-0.6	-1.5	1	-1	0.1	-1.1	-1.4	-5	-1.7	0.5
Cc1ccc(F)cc1NC(=O)/C=C/c1ccc(S(=O)(=O)N2CCOCC2)cc1	-8	-1.1	-0.8	1	-7	-1.3	-0.3	-0.1	-2	-1.2	1.5
Cc1ccc(N(C)S(=O)(=O)c2cccc(C(=O)NCC(c3ccco3)N3CCCC3)c2)cc1 (configuration not stated)	-12	-0.8	-0.5	7	-2	1.1	-0.1	0.0	-1	-0.4	1.1
O=C(C1=NN(c2ccccc2)C2C(=O)N(c3ccc(Cl)cc3)C(=O)C12)c1ccccc1 (configuration not stated)	0	0.4	0.3	5	0	0.2	-0.1	1.2	0	1.7	0.8
COc1cc(C(N)=O)cc(Cl)c1OCc1ccccc1	8	-0.4	-1.1	9	15	1.2	0.8	0.4	-4	-0.3	1.2
COC(C[C@H]1O[C@H]1[C@H](O)[C@@H](C)OCc1ccccc1)OC	2	0.3	-0.6	4	3	0.6	-0.3	-0.5	1	-2.0	-0.7
O=C(Nc1ccccc1-c1ccccc1)NC1CCN(C(=O)N2CCOCC2)CC1	1	-0.4	-1.1	-1	-4	-0.9	0.3	-1.9	0	-1.6	-3.5
Cc1ccc(C(C(=O)NC2CCCCC2)N(CC2CCCO2)C(=O)CCCC(=O)Nc2ccccn2)cc1 (configuration not stated)	-3	-0.1	-0.6	1	-2	0.0	-0.8	-2.3	-2	-0.8	-1.4
COC(=O)c1scc(S(=O)(=O)C(C)(C)C)c1N	0	1.0	-1.3	-2	-1	0.1	-0.1	-0.3	-1	-1.8	1.6
CNc1nc(-c2c(C)n(C)c3ccc(OC)cc23)cs1	-2	-0.5	-0.1	-7	-7	-1.0	-0.1	4.3	-2	1.5	-0.2
Oc1ccc(-c2[nH]ncc2-c2nc3ccccc3s2)c(O)c1	-92	0.6	-0.9	-3	5	0.3	-0.4	0.0	1	1.0	1.1

Nothing new here: entries from further up.
SMILES	HGIII-sPLA2 inh	DAX1 inh-2	ssDAF12 agonist	GC-B act	GC-A act	DAX1 inh-1	proKLK7 act	hcDAF12 agonist	SMARCA2 activ	hgDAF12 agonist	GAA850 FXN act
CCOC(=O)C1=C(c2ccccc2)OC(N)=C(C#N)C1c1cccs1 (configuration not stated)	-8	0.0	-1.5	-10	-12	0.8	-0.2	-0.3	4	1.8	4.1
O=C(O)c1cc(Nc2nc(N3CCOCC3)nc(N3CCOCC3)n2)ccc1Cl	3	-0.1	-1.9	6	4	-1.7	0.0	0.6	-1	-1.3	-1.4

Further compounds follow.
SMILES	HGIII-sPLA2 inh	DAX1 inh-2	ssDAF12 agonist	GC-B act	GC-A act	DAX1 inh-1	proKLK7 act	hcDAF12 agonist	SMARCA2 activ	hgDAF12 agonist	GAA850 FXN act
Cc1ccc(NC(=O)C2c3ccccc3Oc3ccccc32)nc1	0	0.0	0.7	-1	-3	.	-0.1	0.7	1	-3.3	1.2
CC(C)Cn1c(SC(C)C(=O)NCC2CCCO2)nc2ccc(Cl)cc2c1=O (configuration not stated)	-1	2.8	0.1	-5	-10	1.9	0.6	-0.6	-2	-1.1	1.1
Cc1sc2ncnc(NCc3ccccc3)c2c1C	-10	-2.2	-2.5	-4	0	-3.4	1.4	-4.0	-1	-5.7	1.3
CCOC(=O)c1ccccc1NS(=O)(=O)c1ccc(C)cc1	-10	-0.7	-1.4	-1	4	3.8	-0.5	-2.4	-2	-0.4	-0.9
Cc1cc(N(CC(=O)O)S(C)(=O)=O)ccc1Br	0	0.4	-0.7	3	-2	-1.1	-0.6	-0.6	1	0.6	-0.5
COc1ccccc1N1C(=O)c2ccc(C(=O)Nc3ccc(F)cc3)cc2C1=O	3	0.2	-0.9	4	9	-0.6	0.3	-0.3	-3	-1.4	0.6
COc1ccc(CN2CCC(CNC(=O)Nc3ccccc3)CC2)cc1	-2	-0.7	-1.0	1	0	.	0.5	-2.5	-4	8.3	.
COc1ccc(C2CC(=O)C(c3cccc(Cl)c3)=CN2Cc2ccccc2)cc1 (configuration not stated)	-6	-2.2	-1.2	2	-1	.	0.0	-2.5	-2	2.9	.
C/C(CC(=O)Nc1ccccn1)=N\NC(=O)c1cccc(C)c1	1	2.5	-1.2	2	2	3.4	-1.3	0.7	1	4.1	0.8
CC1=NN(C(=O)COc2ccc(C)c(C)c2)C(O)(c2ccccc2)C1 (configuration not stated)	-9	0.5	-1.3	0	-2	-0.3	-0.1	-2.8	-2	0.1	3.0
CC(=O)N1CCN(S(=O)(=O)c2cccc(C(=O)NCCc3ccc(Cl)cc3)c2)CC1	-5	-0.7	-1.0	0	0	1.1	-0.1	0.4	-4	-2.1	0.1
CCCCn1c(SCC(=O)Nc2cc(C)on2)nnc1-c1ccco1	0	-0.3	-1.2	5	0	0.9	0.7	-2.0	3	-2.5	-1.0
CC(C)(C)c1ccc(/C=N/NC(=S)NCc2ccccc2)cc1	-7	-0.3	-1.5	-2	-1	1.9	0.7	-0.1	2	0.9	0.7
O=C(c1cccc(F)c1)N1CCN=C1SCc1cccnc1	3	-0.6	-1.0	2	-1	-1.1	-0.1	1.6	0	-2.4	1.7
CC(C)NC(=O)c1ccc2c3n(nc2c1)-c1ccccc1CO3	0	3.0	0.2	-6	0	-4.5	5.7	6.9*	4	9.4	0.1
CN1/C(=C\C(=O)COC(=O)c2nccnc2N)C(C)(C)c2ccccc21	4	-1.1	-1.0	-7	-1	-0.8	8.8	-0.7	-2	-1.3	1.0
CN(Cc1nccs1)C(=O)CC1C(=O)NCCN1Cc1ccc(-c2ccccc2)cc1 (configuration not stated)	-5	-0.9	-1.4	-4	3	0.9	0.0	0.3	3	2.8	0.0
O=C(CSc1ccc(C(F)(F)F)cc1[N+](=O)[O-])N1CCOCC1	1	0.7	0.1	4	-1	1.7	-0.2	0.3	0	3.5	2.9
COc1ccc(NC(=O)C(=O)NCCN2CCN(C(=O)c3ccco3)CC2)cc1	6	0.0	-0.1	-1	-4	-0.4	-0.5	-1.5	-2	-0.2	-1.8
CC1(C(=O)NCc2ccc(F)c(F)c2)Cc2c(-c3cccc(C(N)=O)c3)ccnc2O1 (configuration not stated)	2	-0.2	-0.7	-14	-19	.	0.5	0.9	-3	1.5	-5.0
C=CCNC(=O)NC(=O)COC(=O)c1nc2nccc(C)n2n1	7	0.5	-0.8	2	-6	0.8	-0.3	-0.2	0	0.0	1.3
Cc1nnc2ccc(-c3ccc(NS(=O)(=O)c4ccc(F)cc4F)cc3)nn12	2	0.5	-0.9	7	12	2.2	0.1	-0.5	0	1.5	6.5
CCCCc1ccc(NS(=O)(=O)c2cccs2)cc1	-13	0.0	-1.5	2	0	-0.1	0.3	1.0	0	-2.0	-1.4
O=C(Nc1ccc2c3c(cccc13)CC2)c1cccc([N+](=O)[O-])c1	1	-0.3	-1.6	7	23	-0.5	0.7	-3.8	-4	2.4	1.7
CSCCC(C(=O)NC(C)(C)C)n1c(-c2ccc3c(c2)OCO3)nc2ccccc21 (configuration not stated)	-4	0.8	-0.7	-7	-6	.	0.3	0.5	0	6.4	.
CCCn1cc(CN2CCC(C(=O)Nc3cccc(-c4cscn4)c3)CC2)c(C)n1	7	-1.3	-1.7	-2	0	-0.4	-1.2	-0.6	0	1.0	1.0
COc1cccc(NC(=O)C2(C)CCN2Cc2ccc(OC(C)C)cc2)c1 (configuration not stated)	-1	-0.2	-0.6	-5	1	.	0.1	-2.1	-3	-0.2	0.1
COc1ccc(C(C)=O)c2c(O)cccc12	-6	1.1	0.0	-1	-1	1.9	0.2	3.4	1	0.1	2.4
